# Source: PubChem (University of Kansas High Throughput Screening Laboratory)
# mHTT CaM bind: mutant huntingtin-calmodulin interaction inhibitors – biochemical, AlphaScreen, primary screen; inhibition, % at 15 µM; P42858; AlphaScreen His-mHTT/GST-CaM binding, luminescence; 190,000 tested, 3.6% active;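 further: 0% = both proteins with DMSO and 100% = one protein alone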
# Pf apPOL block: Pf-apPOL inhibitors, biochemical, fluorescence. Plasmodium falciparum apicoplast DNA polymerase (apPOL). Recombinant Pf-apPOL, molecular beacon fluorescence, 1.5 h. 210,000 tested, 0.25% active. inhibition, % at 10 µM
# The depositor's hits bear a star; i = inactive; · = not tested or not shown; & = joins results of further samples. No stated cut-off is given here; in the data, active means inhibition above about 50%; inactive means the rest. These rows are one share of the data (hit frequency here may not be typical).
SMILES,mHTT CaM bind,Pf apPOL block
O=C(O)c1cc(-c2ccc3c(c2)OCO3)on1,-7,1
COc1cccc2c1OC(=O)C1C3CC(C4Sc5[nH]c(=O)sc5C2C34)C1C(=O)O (configuration not stated),-2,-8
CC(C)CN(CC(C)C)CC(O)COCC12CC3CC(CC(C3)C1)C2 (configuration not stated),-56,-3
CC1CCc2c(sc(N)c2C(=O)OC(C)C)C1 (configuration not stated),10,·
CCN(CC)C(=O)c1ccc([N+](=O)[O-])o1,-4,-3
CCCN(CCC)C(=O)c1c[nH]c2ccc(S(=O)(=O)N(C)c3ccc(C)c(C)c3)cc2c1=O,42,22
COc1cc(/C=C2/NC(=O)N(Cc3ccc(Cl)cc3)C2=O)cc(Br)c1OC,-1,0
CCOC(=O)N1CCN(C(=O)C2CC(=O)N(Cc3ccc(OC)cc3)C2)CC1 (configuration not stated),2,3
O=C(c1cccc2ccccc12)N1CCN(CC(F)(F)F)CC1,-16,-2
CC(=O)NN1C=CN([C@H]2O[C@@H]([C@H](COC(C)=O)NC(=O)[C@H](Cc3c[nH]c4ccccc34)NC(=O)OC(C)(C)C)[C@H](OC(C)=O)[C@@H]2OC(C)=O)C(=O)N=C1,38,-8
O=S(=O)(Nc1ccc2c(c1)OCCO2)c1cccc2cccnc12,-8,-3
O=C(Nc1ccccc1)N1CCCC1c1ccc(F)cc1 (configuration not stated),-7,-6
Cc1ccc(-n2cc(C(=O)Nc3ccc(F)cc3F)c3ccccc3c2=O)cc1C,4,-6
O=C(CCC1CCCN(C(=O)Nc2ccc(F)cc2)C1)NCc1cccc(Cl)c1 (configuration not stated),-6,-8
Cc1ccccc1-c1onc(C)c1C(=O)N1CCSCC1,-1,-1
CC(=O)N(C)c1ccc(Oc2ccc(C)nn2)cc1,-14,-4
CSc1ccccc1NC(=O)C(c1ccccc1)c1ccccc1,-26,-7
Cn1nc(C(=O)NCc2ccc(F)cc2)c2c1CCN(C(=O)c1ccco1)C2,18,-5
CSc1nc2c(cnn2-c2ccc(Cl)cc2)c(=O)[nH]1,1,3
COc1cc(NC(=O)C(=O)NCc2ccco2)c(OC)cc1Cl,2,-6
O=C(NCCc1csc(C2CCCN(C(=O)CC3CCCC3)C2)n1)C1CC1 (configuration not stated),6,3
O=C(c1noc2c1CCCCC2)N1CCC2(CC1)OCCO2,-7,-1
C=CCOc1ccc(/C=C2/C(=O)ON=C2C)cc1OCC,89*,-3
COc1ccccc1C(=O)N1CCCC(COc2ccc(C(=O)N3CCOCC3)cc2)C1 (configuration not stated),1,-2
O=C(NCCSc1c[nH]c2ccccc12)c1ccccc1F,5,-1
COc1cccc(N2C(=O)CC(Sc3ccccn3)C2=O)c1 (configuration not stated),-3&-1,2&-14
O=C(NC1CCCCC1)C(=O)NC1CCCC1,-8,3
CC(=O)C1=C(C)NC(SCC(N)=O)=C(C#N)C1c1ccc(Br)cc1 (configuration not stated),6,-11
Cc1ccc(-n2nc3c(c2NC(=O)c2ccccc2F)CSC3)c(C)c1,30,2
COc1ccc(OC)c(NC(=O)c2c(OC)cccc2OC)c1,50,-4
Cc1c(C(=O)NCc2ccc(Cl)cc2)sc2ncn(Cc3ccccc3F)c(=O)c12,-3,-8
CC(C)c1ccc(C(C)(C)CC(=O)O)cc1,1,-3
CCN(Cc1ccccc1)Cc1cc(OC)c(OC)cc1OC,-4,-4
CCC(=O)Nc1c(C)n(C)n(-c2ccccc2)c1=O,-4,-1
CN(C)c1ccc(NC(=O)C23CC4CC(C2)CC(n2cnc(Cl)n2)(C4)C3)cc1,19,-2
O=C(CC1SC(=Nc2ccccc2)N(c2ccccc2)C1=O)Nc1ccc(F)cc1 (configuration not stated),3,2
O=C(c1csc(Nc2ccccc2)n1)N1CCN(c2ccccc2F)CC1,80*,-3
COc1ccc(-c2cc3n(n2)CCCN(C(=O)c2cccc(C#N)c2)C3)cc1,12,-4
CC1=CCN(S(=O)(=O)c2ccccc2)S(NS(=O)(=O)c2ccccc2)=C1 (configuration not stated),2,1
CC(C)Oc1ccc(-c2nc3s/c(=C\c4ccccc4F)c(=O)n3n2)cc1,4,1
O=C(CCn1cnc2ccccc2c1=O)Nc1cccc(-c2ccn[nH]2)c1,-10,-4
Cc1cc(Sc2cc(C)c(O)c(C(C)(C)C)c2)cc(C(C)(C)C)c1O,15,·
Cn1cc(C(=O)NCC2CCCCC2)nn1,-20,-2
O=C1/C(=C/c2c[nH]c3ccccc23)CC/C1=C\c1c[nH]c2ccccc12,98*,-3
O=C(CC(=O)c1ccccc1O)c1cccc(F)c1,57*,2
O=C(c1cccnc1)N1N=C(c2ccc(Cl)cc2)CC1(O)C(F)(F)F (configuration not stated),-1,-1
CC(C)CNc1nnnc2c1sc1nc(N3CCOCC3)c3c(c12)CC(C)(C)OC3,-4,-4
CNC(=O)C1(c2ccc(NC(=O)C3CCCCC3)cc2)CCCCC1,21,4
NC(=O)c1sc2nc3c(cc2c1N)CCCC3,3&0,-12&-12
Cc1ccc(C)c(NC(=O)c2cc(S(=O)(=O)NCc3ccc(F)cc3)ccc2F)c1,-7,30
COc1ccc(-c2nnc3ccc(SCC(=O)N4CCc5ccccc54)nn23)cc1OC,0,-4
CC(C)(C)C(=O)Oc1ccc(Br)cc1,-2,-3
CC(C)CC(C(=O)NC1CCCCC1C)N1C(=O)c2ccccc2C1=O (configuration not stated),-3,-10
O=C(NC1CC(=O)N(c2cccc(F)c2)C1)N1CCC(O)CC1 (configuration not stated),-2,1
O=C(c1ccccn1)N1CCN(c2cc(-c3ccccc3)[nH]n2)CC1,0,-7
C=CCNC(=O)C1CCN(c2cc(N3CCCCC3)ncn2)CC1,-3,0
COC(=O)CSc1nnc(CNC(=O)Cc2ccccc2)n1C,1,-2
O=S(=O)(c1ccccc1)N1CCC(O)(c2ccccc2)C2CCCCC21 (configuration not stated),-2,-8
CCCN1C(=O)C(C)(C(=O)Nc2cc(C)ccc2OC)Oc2cccnc21 (configuration not stated),-12,-1
CCCN(CCO)Cc1ccc(Cl)cc1,-1,-6

# More compounds follow.
SMILES,mHTT CaM bind,Pf apPOL block
CCC(C)Oc1ccc(-c2noc(C)n2)cc1OC (configuration not stated),-15,-1
Cc1ccc(NC(=O)COc2ccccc2Cl)c([N+](=O)[O-])c1,6,-1
CN1C(=O)C(=Cc2cc(I)c(O)c([N+](=O)[O-])c2)C(=O)N(C)C1=O,6,0
Cc1ccc(/C=C(\C#N)c2nc(-c3ccc(F)cc3)cs2)s1,2,6
Cc1nn(Cc2ccc(C(=O)NCc3cccnc3)o2)c(C)c1Cl,0,-2
O=S(=O)(NCc1cccnc1)c1ccc(Cl)cc1,-1&-1,1&-4
COc1cccc(-c2nc(C3CCN(C(=O)Cc4ccc(OC)c(Cl)c4)CC3)no2)c1,-1,1
CCCCC(=O)N1CCCn2nc(-c3ccc(F)cc3)cc2C1,19,-9
CCc1ccc(N(CC(=O)N2CCOCC2)S(=O)(=O)c2ccccc2)cc1,1,0
COc1ccc(-n2c(=O)c3c4c(sc3n3cnnc23)COC(C(C)C)C4)cc1 (configuration not stated),-1,-5
Cc1ccc(/C=C(\C#N)c2nc3ccccc3[nH]2)o1,12,-3
Cc1cc(C)c(NC(=O)c2c(C)sc3c(=O)n(C4CCCCC4)cnc23)c(C)c1,11,3
CCN(CC)CCCOc1ccc([N+](=O)[O-])cc1,-3,-8
OC(CN(c1ccccc1)c1ccccc1)Cn1cnc2ccccc21 (configuration not stated),32,-7
Cc1cc(=O)n2[nH]cnc2n1,·,-2
COc1ccc(OCc2noc(-c3ccccc3C(F)(F)F)n2)cc1,-40,1
Cc1ccc(N2CN(C)S(=O)(=O)c3cccnc32)cc1,-28,-2
O=C(NCc1ccccc1F)C1CC(=O)N(C2CC3CCC2C3)C1 (configuration not stated),-4,-2
COc1ccc(-c2nnc3n2CCN(C(=O)C2CCCN2)C3)cc1 (configuration not stated),3,6
O=C(NCc1ccco1)c1cc(Sc2cccc(Cl)c2)nc2ccccc12,12,-11
O=C(c1ccc(Cl)cc1)N1CCC2(CC1)NC(=O)N(Cc1ccc(F)cc1)C2=O,4,-6
COc1ccc(S(=O)(=O)Nc2cc(C(F)(F)F)ccc2Cl)cc1,-7,-1
COc1ccc(C2N(c3ccc(Cl)cc3)C(=O)C3CCCN32)cc1 (configuration not stated),-6,-3
CN(C)c1ccnc2sc(C(=O)NCc3ccccc3)c(N)c12,7,-5
Cc1ncc2c(n1)CCN(C(=O)CC1CCCCC1)C2,-11,2
Cc1cc(Cl)ccc1OCC(=O)NCCc1ccccc1,1,0
CC(C)CCNC(=O)c1ccc(NC(=O)C2CC2)cc1N1CCCCCC1,-1,-1
CN(C)CC(=O)N1CC(c2nc(-c3ccc(F)cc3)no2)C2(CCOCC2)C1 (configuration not stated),11,-2
O=CN1CCN(Cc2cc(Cl)cc(Cl)c2O)CC1,2,7
CC1CC(C)CN(S(=O)(=O)c2ccc3[nH]cc(C(=O)NC4CCCCCC4)c(=O)c3c2)C1 (configuration not stated),0,1
CCSc1ccc(C(=O)Nc2ccc(Cc3ccncc3)cc2)cc1[N+](=O)[O-],7,-8
O=C1CCCN1c1ccc(S(=O)(=O)NCCOc2ccccc2Cl)cc1,2,1
Fc1cccc(CNC2CCN(CCc3ccccc3)CC2)c1,-2,4
O=C(CNC(=O)c1ccccc1Cl)c1ccccc1,-13,-3
Cc1noc(COC2CCN(S(=O)(=O)c3cn(C)cn3)CC2)n1,1,-5
Cn1c(=O)n(C)c2cc(/C=C(\C#N)c3nn(CCO)c(N)c3C#N)ccc21,15,-1
CSc1ccccc1NC(=O)CSc1n[nH]c(C)c1[N+](=O)[O-],4,4
O=C(Oc1cccc(C(F)(F)F)c1)c1ccc(-c2cccs2)s1,·,-4
Cc1ccc(-c2csc3c(=O)n(CC(=O)Nc4ccc(C)c(C)c4)cnc23)cc1,-19,-4
CCC(=O)Oc1ccc2c(=O)c(Oc3cccc(OC)c3)c(C(F)(F)F)oc2c1,5,2
Cc1ccc([N+](=O)[O-])cc1S(=O)(=O)Nc1ccc2c(c1)OCO2,·,0
O=C(Nc1c2c(nn1-c1ccc([N+](=O)[O-])cc1)CSC2)c1ccc([N+](=O)[O-])cc1,5,-3
Cc1noc(C)c1S(=O)(=O)N1CCC(CC(=O)NCCN2CCN(C)CC2)CC1,1,1
COc1cc(CCNC(=O)Cc2cccc(Br)c2)ccc1OCc1ccccc1,·,2
Cc1nc2c(oc3nc(-c4ccco4)c4c(c32)CC(C)(C)OC4)c(-c2ccccc2)c1C(=O)O,49,-2
CCOC(=O)C1CCCN(C(=O)C2CC(=O)N(c3ccc(C)c(Cl)c3)C2)C1 (configuration not stated),-4,-8
CNc1nc2c(c(=O)[nH]c(=O)n2C)n1Cc1ccc(F)cc1,-2,0
COc1cccc(C(=O)N2CCC(c3nc(C(=O)N4CCSCC4)c(C)o3)CC2)c1,-3,2
Cc1cc(C2CCCN2C(=O)Cc2cccc(Cl)c2)no1 (configuration not stated),-4,-6
CN1CCCCc2c1nc1ccccc1c2N,2,-4
CN=C1/C(=N/O)C=CC2CCCCC12 (configuration not stated),i,·
COc1cccc(NC(=O)CN2C(=O)C3(OCCCO3)c3ccccc32)c1,4,-11
CCCN(C)C1CN(Cc2cn(Cc3ccc(C(F)(F)F)cc3)nn2)S(=O)(=O)C1 (configuration not stated),7,-14
CCC1c2ccc(C)n2CCN1C(=O)Nc1ccc(F)cc1F (configuration not stated),-1,-5
CN1CCN(CC(=O)Nc2ccc([N+](=O)[O-])cc2Cl)CC1,0,-7
COc1ccc(Br)cc1C1NCCS1 (configuration not stated),-1,1
CC(=O)Nc1ccc(NC(=O)c2ccc(C)cc2)cc1,-6,0
Cc1cc(NC(=O)CN2CCOCC2)no1,·,4
c1cc(-c2nc3c(c(N4CCSCC4)n2)CCC3)ccn1,-1,9
COc1ccc(C(=O)C=Cc2ccc(F)cc2)c(O)c1,17,1

# (further entries)
SMILES,mHTT CaM bind,Pf apPOL block
O=C(CCC1CCCN(C(=O)Nc2ccc(F)cc2)C1)N1CCCCC1 (configuration not stated),1,-5
Cc1ccc(C(=O)NCc2ccccc2)o1,-5,-25
O=C1NC(=O)c2cc(-c3ccccc3)ccc21,-8,2
Cc1ccc(S(=O)(=O)N(Cc2ccccc2)c2ccccc2C(=O)NCC(C)C)cc1,18,-4
c1ccc(Cc2nnc3c4ccccc4nc(N4CCCC4)n23)cc1,-11,-8
CCCCC(=O)NC1CCN(c2nc3c(s2)c(C)nn3-c2ccc(C)cc2)CC1,-3,-1

# Structures above that contain an NH in an aromatic ring (13):
SMILES,mHTT CaM bind,Pf apPOL block
COc1cccc2c1OC(=O)C1C3CC(C4Sc5[nH]c(=O)sc5C2C34)C1C(=O)O (configuration not stated),-2,-8
CCCN(CCC)C(=O)c1c[nH]c2ccc(S(=O)(=O)N(C)c3ccc(C)c(C)c3)cc2c1=O,42,22
CC(=O)NN1C=CN([C@H]2O[C@@H]([C@H](COC(C)=O)NC(=O)[C@H](Cc3c[nH]c4ccccc34)NC(=O)OC(C)(C)C)[C@H](OC(C)=O)[C@@H]2OC(C)=O)C(=O)N=C1,38,-8
CSc1nc2c(cnn2-c2ccc(Cl)cc2)c(=O)[nH]1,1,3
O=C(NCCSc1c[nH]c2ccccc12)c1ccccc1F,5,-1
O=C(CCn1cnc2ccccc2c1=O)Nc1cccc(-c2ccn[nH]2)c1,-10,-4
O=C1/C(=C/c2c[nH]c3ccccc23)CC/C1=C\c1c[nH]c2ccccc12,98*,-3
O=C(c1ccccn1)N1CCN(c2cc(-c3ccccc3)[nH]n2)CC1,0,-7
Cc1ccc(/C=C(\C#N)c2nc3ccccc3[nH]2)o1,12,-3
Cc1cc(=O)n2[nH]cnc2n1,·,-2
CC1CC(C)CN(S(=O)(=O)c2ccc3[nH]cc(C(=O)NC4CCCCCC4)c(=O)c3c2)C1 (configuration not stated),0,1
CSc1ccccc1NC(=O)CSc1n[nH]c(C)c1[N+](=O)[O-],4,4
CNc1nc2c(c(=O)[nH]c(=O)n2C)n1Cc1ccc(F)cc1,-2,0
